# HT1080 IDH1KD tx: toxicity to HT-1080 IDH1 knockdown cells (counter line). HT-1080 IDH1 knockdown viability, ATP luminescence, 48 h. Potency, µM (highest dose often 46.1 µM), without a hit: at the highest dose activity, negative = toxicity, usual class: cytotoxic. hit rate 2% among 360,000. AID 686971;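 further: potency means the concentration at half of the fitted maximal effect; 0% = DMSO wells and -100% = cell-free medium wells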
#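 After a 2 h attachment period, IDH1KD HT-1080 cells took pin-transferred compound for 48 h at 37 °C; ATP-based luminescence after 10 min room-temperature reagent incubation reported viability.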
# SW480 rereplic: DNA re-replication induction in SW480 cells | SW480 DNA re-replication, Hoechst DNA content imaging, 48 h | Potency, µM (highest dose often 46.1 µM), for the others: at the highest dose re-replication activation, most hits filed as activators | hit rate 1.8% among 340,000 | AID 624297; further: potency means the concentration at half of the fitted maximal effect; % of control where 0% means no effect; nearly all actives have a fitted effect of over 55% in size
#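 Image-based read-out: total Hoechst fluorescence of nuclei (405 nm excitation, 500-530 nm emission), with hits raising the fraction of high-intensity nuclei. SW480 colon cells incubated 48 hr with compounds at 37 C.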
# KB-V1 cytotox: kills drug-selected multidrug resistant KB-V1 cells; Potency, µM (series often up to 46.1 µM), for inactives: top-dose activity change, negative = cytotoxicity, most hits filed as cytotoxic; KB-V1 MDR cells viability, CellTiter-Glo, 72 h; hit rate 3.4% among 400,000; further: potency means the concentration at half of the fitted maximal effect; on the % scale 0 is the no-effect control and ±100 the full control effect; nearly all actives have a fitted effect of over 60% in size
#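 KB-V1 MDR subline cells in DMEM (phenol-red free, 10% FBS) exposed to compounds in qHTS concentration series for 72 h at 37 degrees C. Viability read by CellTiter-Glo luminescence; concentration-effect curves fitted after normalization and correction.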
# IL-1B inflam inh: inflammasome signaling inhibition, IL-1 beta readout | hit rate 4.7% among 360,000 | AID 743279 | activity change, % at 57.5 µM | THP-1 LPS/ATP IL-1B secretion, AlphaLISA, 16 h; active compounds read low; in the data active means activity change below about -50%; inconclusive means mostly about -30% to -49%; further: on the % scale 0 is the no-effect control and ±100 the full control effect
#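 THP-1 cells pretreated 1 hr with compounds (up to 57.5 uM final), then stimulated with LPS (250 ng/mL final) plus ATP (1.25 mM final); secreted IL-1B measured by AlphaLISA after 16 hr, decreased signal indicating inhibition.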
# KB-3-1 tox: kills parental KB-3-1 adenocarcinoma cells; KB-3-1 viability, CellTiter-Glo ATP luminescence, 72 h; Potency, µM (series often up to 46.1 µM), without a hit: top-dose activity change, negative = cytotoxic, hits mostly cytotoxic; hit rate 1.4% among 400,000; AID 1347075; further: potency means the concentration at half of the fitted maximal effect; on the % scale 0 is the no-effect control and ±100 the full control effect; nearly all actives have a fitted effect of over 60% in size
#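 KB-3-1 parental drug-naive adenocarcinoma cells in DMEM/10% FBS, incubated 72 h at 37 C with pin-transferred compounds across a concentration series. Viability by CellTiter-Glo luminescence; concentration-response curves fitted after normalization.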
# MCF10A rereplic: DNA re-replication induction in MCF 10a cells; MCF 10A DNA re-replication, Hoechst nuclear intensity, 48 h; Potency, µM (highest dose often 46.1 µM), for the others: at the highest dose activity, positive = re-replication, actives largely listed as activators; hit rate 2.9% among 350,000; AID 624296; further: potency means the concentration at half of the fitted maximal effect; % of control where 0% means no effect; nearly all actives have a fitted effect of over 50% in size
# GLP1R cytotox: cytotoxic in the GLP-1 receptor inverse agonist counter-screen; HEK293 cAMP-luciferase reporter cells, luminescence, 24 h; Potency, µM (highest dose often 38.3 µM), for the others: top-dose activity change, negative = inhibition, hits mostly inhibitors; hit rate 0.13% among 410,000; AID 624418;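 further: loss of luciferase light is scored as toxicity; potency means the concentration at half of the fitted maximal effect; on the % scale 0 is the no-effect control and ±100 the full control effect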
#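 To flag toxic compounds, the library was rerun on cells for 24 hr at 37 deg C and 5% CO2. Viability-linked luminescence was captured 12 min after adding luciferase detection reagent.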
# HT1080-NT tox: kills 2HG-producing HT-1080-NT fibrosarcoma cells. HT-1080-NT fibrosarcoma viability, CellTiter-Glo ATP luminescence, 48 h. Potency, µM (series often up to 46.1 µM), for the others: at the top dose activity, negative = less viability, hits mostly cytotoxic. hit rate 1.6% among 360,000. AID 686970;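 further: NT is the 2HG producing partner of a matched IDH1 knockdown line; potency means the concentration at half of the fitted maximal effect; 0% = DMSO-treated cells and -100% = media-only wells without cells; nearly all actives have a fitted effect of over 55% in size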
#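 Read-out is CellTiter-Glo luminescence after 10 minutes at room temperature, following 48 hours' compound treatment of HT-1080-NT cells (750 cells/well, RPMI, 5% FBS, 37 degrees C).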
# D3 ag: D3 dopamine receptor (human) agonism; P35462; D3R DiscoveRx beta-arrestin cells, luminescence, 90 min; max activation, %; hit rate 0.58% among 410,000; AID 652048; in the data active means max activation above about 30%; further: 0% is about no effect; mostly tested at two doses, the higher about 12 µM
# Target sequence (P35462 whole entry, looked up): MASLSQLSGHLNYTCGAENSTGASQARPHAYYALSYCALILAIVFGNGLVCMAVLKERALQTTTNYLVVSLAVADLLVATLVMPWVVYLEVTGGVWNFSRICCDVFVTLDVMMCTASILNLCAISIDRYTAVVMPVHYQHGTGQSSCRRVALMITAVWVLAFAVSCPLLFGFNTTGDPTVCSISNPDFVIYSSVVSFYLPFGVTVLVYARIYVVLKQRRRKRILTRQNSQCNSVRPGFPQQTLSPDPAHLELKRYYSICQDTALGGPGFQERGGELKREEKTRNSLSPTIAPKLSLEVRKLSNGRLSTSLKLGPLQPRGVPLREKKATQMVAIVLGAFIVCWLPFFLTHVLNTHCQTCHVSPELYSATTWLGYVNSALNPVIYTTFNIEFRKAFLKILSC
#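 Agonist mode: compounds and dopamine controls were applied to plated cells for 90 min at 37 degrees C after an overnight attachment at 1500 cells/well. Luminescent read-out followed 30 - 60 minutes at room temperature with DiscoveRx detection reagent.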
# * = called active by the depositor; ? = inconclusive; · = no result given; [ ] = remark or other dose. Unless noted, the call rests on the fitted dose curve; in most records, active means well fitted curve in the direction sought with a large enough effect; inconclusive means small, poorly fitted or top-dose-only effect, or another doubt; inactive means no such curve, though single readings can be large; an effect the other way counts as inactive or inconclusive. Not a hit list. About 11% of those tested had a hit in this group.
SMILES,HT1080 IDH1KD tx,SW480 rereplic,KB-V1 cytotox,IL-1B inflam inh,KB-3-1 tox,MCF10A rereplic,GLP1R cytotox,HT1080-NT tox,D3 ag
COc1ccccc1S(=O)(=O)Cc1ccc(C(=O)N2CCN(c3ccc(C)cc3)C(C)C2)o1 (stereo not drawn),-16%,?,?,1,?,24%,-22%,0%,-4
O=c1ccc2cc(S(=O)(=O)NCCCc3ccccc3)ccc2[nH]1,-19%,-7%,19%,16,9%,-5%,-16%,-1%,6
CN(CC(=O)NCCc1ccc(S(N)(=O)=O)cc1)Cc1ccc(Cl)cc1Cl,-10%,-11%,16µM*,-13,?,-2%,17%,-28%,11
CC(=O)Oc1ccc(C2(C)CC(C)(C)Oc3cc(OC(C)=O)ccc32)c(OC(C)=O)c1 (stereo not drawn),-22%,9%,-20%,-4,?,-7%,-17%,-16%,-14
Cc1cccc(-c2nnc(NC(=O)c3ccc(Cl)cc3)o2)c1,?,?,13µM*,66,?,15µM*,-24%,?,-18
CCC(=O)Nc1ccc(CC)cc1-c1nc2ccccc2n(CC(=O)Nc2ccccc2C)c1=O,·,·,15%,·,7%,·,-10%,·,-6
FC(F)(F)c1ccccc1Cc1c(C2CCCCC2)nc2ccc(Br)cn12,?,·,-1%,-1,?,·,-4%,?,-16
CCOc1ccc(C2C(C(=O)OC)=CN(CCOC)C=C2C(=O)OC)cc1,4%,?,?,11,6%,9%,303%[activator],16%,-3
O=C(NCC1CCN(Cc2ccccc2F)CC1)Nc1ccccc1F,0%,18%,-30%,0,-5%,0%,2%,-5%,-3
CCCC1(C(=O)OCC)NC(c2cc(OC)c(OC)c(OC)c2)C2C(=O)N(CC)C(=O)C21 (stereo not drawn),-3%,14%,?,1,-8%,1%,64%[activator],-3%,1
COc1ccc(N2CCN(C(=O)C3Cc4ccccc4CN3C(=O)c3ccco3)CC2)cc1 (stereo not drawn),2%,5%,·,-5,·,11%,-22%,0%,7
O=C(O)CN1CCCCCC1=O,3%,7%,?,11,-2%,1%,0%,7%,2
O=S1(=O)Nc2c(ccc3cccnc23)-c2ccccc21,0.32µM*,-2%,?,-100*,18µM*,-6%,6%,0.56µM*,-38
Cc1cc(C)n2nc(CC(=O)NCc3ccc(F)cc3)nc2n1,15%,-9%,14%,26,9%,0%,8%,11%,11
Cc1ccc(NC(=O)CN(C)C(=O)C(C)OC(=O)CNC(=O)c2ccc(Cl)c([N+](=O)[O-])c2)cc1 (stereo not drawn),1%,-77%[inhibitor],17%,?,-2%,21%,-3%,-15%,0
O=C(OCC(O)C(O)COC(=O)c1ccccc1)c1ccccc1 (stereo not drawn),-7%[9.24 µM],-4%,2%,21,11%,1%,-10%,-1%,-3
CCOc1cc(C2C3=C(CC(C)(C)CC3=O)N(CCOC)C3=C2C(=O)CC(C)(C)C3)ccc1OC,1%,-3%,-3%,4,-2%,-2%,-12%,-7%,-6
O=C(Cn1nnc(-c2cccc(C(F)(F)F)c2)n1)NNS(=O)(=O)c1cccc(C(F)(F)F)c1,-1%,-17%,3%,12,-4%,8%,-61%,1%,-4
Cc1ccc(OCC(=O)N2CCc3ccccc3C2)cc1,12%,2%,-9%,-4,6%,-2%,-20%,0%,-3
CCCS(=O)(=O)NC(=O)C1(C)CCCN(C(=O)c2cc(C)nn2C(C)(C)C)C1 (stereo not drawn),20%,·,8%,32,0%,·,-1%,0%,3
FC(F)(F)c1nnc2ccc(Sc3ccccn3)nn12,2%,0%,-21%,-10,0%,15%,19%,2%,-3
CC(C)c1ccc(OCc2cccc(C(=O)N/N=C/c3cccnc3)c2)cc1,?,8%,-23%,23,12%,?,10%,?,6
COCCNC(=O)c1onc(CSc2ccc(C(C)C)cc2)c1C(=O)O,-16%,1%,-4%,8,-3%,-12%,3%,0%,1
Cc1coc(NC(=O)CSc2nc(-c3ccncc3)cc(C(F)(F)F)c2C#N)n1,-15%,?,5%,6,1%,?,-15%,3%,-1
O=C(Nc1ccccc1NC(=O)c1c(F)c(F)c(F)c(F)c1F)c1c(F)c(F)c(F)c(F)c1F,?,?,-3%,-108*,2%,8%,?,?,15
CCCc1cc(NC(=O)COC(=O)c2ccc(O)cc2O)n(-c2ccccc2)n1,-15%,-7%,?,27,-5%,5%,1%,-15%,-1
COC(=O)CCC(=O)NC(=S)Nc1c(C)cccc1C,13%,-2%,17%,29,-1%,3%,15%,8%,5
COC(=O)COc1ccc(S(=O)(=O)N2CCN(c3ccccc3F)CC2)cc1,14%,-10%,17%,2,-1%,-8%,0%,9%,11
Cc1ccc(S(=O)(=O)c2nc(-c3cccs3)oc2N2CCC(C(N)=O)CC2)cc1,16%,1%,-1%,17,4%,-1%,8%,13%,-12
CC(=O)Nc1cc(-c2ccc(S(C)(=O)=O)cc2)cn2c(-c3ccc(F)c(Cl)c3)cnc12,-26%,·,-22%,?,19%,·,-12%,-23%,26
CC1CN(C(c2ccco2)c2sc3ncnn3c2O)CC(C)O1 (stereo not drawn),16%,1%,-8%,24,15%,0%,3%,6%,3
O=C(O)CC1(CC(=O)Nc2ccc3c(c2)OCCCO3)CCCCC1,10%,?,6%,12,11%,19%,-2%,1%,7
O=S(=O)(Nc1ccccc1)c1ccc(NS(=O)(=O)c2cccs2)cc1,12%,-3%,-7%,41,7%,?,0%,0%,2
N#Cc1nc(Cc2ccccc2)oc1N1CCC(C(N)=O)CC1,3%,-2%,4%,3,16%,1%,-9%,7%,2
CC(C)(C)c1ccc(C(=O)N/C(N)=N/c2nc3ccccc3o2)cc1,9%,-6%,-9%,0,-14%,1%,-4%,14%,-4
CSc1ccc(/C=N/NC(=O)CN2CCN(Cc3ccc(C)cc3)CC2)cc1,-8%,-18%,?,19,2%,6%,?,-3%,-9
CCOC(=O)c1cnc2c(cnn2C)c1Oc1ccc(OC)cc1,-19%,4%,?,6,18%,?,0%,-6%,4
CC1CCN(C(=S)c2ccc(N(C)C)cc2)CC1,18%,0%,?,-20,17%,-3%,2%,-2%,-10
CC(=O)c1cccc(NC(=O)Nc2c(C)nn(C)c2C)c1,6%,-4%,15%,-21,14%,0%,3%,20%,1
CC1CCCN(S(=O)(=O)c2cc(Cl)ccc2Cl)C1 (stereo not drawn),-6%,0%,-31%,9,0%,2%,6%,12%,2
CN1CCN(C(=O)CSc2nc3ccc(NC(=O)c4ccccc4F)cc3s2)CC1,10%,-10%,-30%,32,0%,24%,2%,-13%,1
COCc1cc(=O)[nH]c(SCC(=O)c2ccccc2)n1,2%,-8%,20%,13,3%,6%,1%,2%,3
O=c1cc(C(F)(F)F)[nH]c2c(OC(F)(F)F)cccc12,?,?,-29%,-59*,?,?,-28%,?,15
COc1ccc(/C(C)=N/Nc2nc3ccccc3nc2C)cc1,?,18µM*,-10%,10,15µM*,15µM*,?,?,-15
Cc1cc(C)cc(OCC(=O)Nc2nonc2NC(=O)COc2cc(C)cc(C)c2)c1,-11%,-5%,-2%,?,-9%,1%,0%,-10%,-5
COC(=O)CSc1nc(SCc2ccccc2Cl)nc2c1CCCC2,2%,?,3%,19,9%,13%,-8%,-1%,-1
CC1=C(C(=O)OC2CCCCC2)C(c2ccc(O)cc2)NC(=O)N1 (stereo not drawn),0%,-4%,-16%,-6,2%,2%,-4%,-1%,11
CCCNC(=O)C1(C)CCCN(Cc2csc3ccccc23)C1 (stereo not drawn),-26%,·,?,23,?,·,8%,-11%,-10
CC(C)n1cnc2c(NCc3ccccc3)cc(OCC3CCN(C)CC3)cc21,-18%,9%,3%,-7,0%,?,-28%,?,-8

# Among those listed so far, these contain an aryl thioether with sulfur outside any ring.
SMILES,HT1080 IDH1KD tx,SW480 rereplic,KB-V1 cytotox,IL-1B inflam inh,KB-3-1 tox,MCF10A rereplic,GLP1R cytotox,HT1080-NT tox,D3 ag
FC(F)(F)c1nnc2ccc(Sc3ccccn3)nn12,2%,0%,-21%,-10,0%,15%,19%,2%,-3
COCCNC(=O)c1onc(CSc2ccc(C(C)C)cc2)c1C(=O)O,-16%,1%,-4%,8,-3%,-12%,3%,0%,1
Cc1coc(NC(=O)CSc2nc(-c3ccncc3)cc(C(F)(F)F)c2C#N)n1,-15%,?,5%,6,1%,?,-15%,3%,-1
CSc1ccc(/C=N/NC(=O)CN2CCN(Cc3ccc(C)cc3)CC2)cc1,-8%,-18%,?,19,2%,6%,?,-3%,-9
CN1CCN(C(=O)CSc2nc3ccc(NC(=O)c4ccccc4F)cc3s2)CC1,10%,-10%,-30%,32,0%,24%,2%,-13%,1
COCc1cc(=O)[nH]c(SCC(=O)c2ccccc2)n1,2%,-8%,20%,13,3%,6%,1%,2%,3
COC(=O)CSc1nc(SCc2ccccc2Cl)nc2c1CCCC2,2%,?,3%,19,9%,13%,-8%,-1%,-1
